ADAM10 inh – human ADAM10 inhibitors, primary screen, biochemical, QFRET, HTS. Disintegrin and metalloproteinase domain-containing protein 10 (Homo sapiens), O14672. recombinant ADAM10, EDANS/DABCYL FRET peptide cleavage, 3 h. inhibition, % at 7 µM. actives 0.62% (n = 370,000);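 active = inhibition above a per-campaign cutoff equal to the mean of compounds falling between control-based bounds plus 3 SD, cut at about 20% in these data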;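 also: 0% = DMSO wells while the 100% control is not disclosed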
hcDAF-12 act – H. contortus DAF-12 nuclear receptor activators, primary screen, cell-based, luminescence, HEK293, lit1-tk-luc reporter; activation, % at 6.8 µM; HEK293 hcDAF-12 lit1-tk-luc reporter; 0% DMSO, 100% Δ7-dafachronic acid; actives 1.4% (n = 370,000);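 active = activation above the mean of all tested compounds plus 3 SD, cut at about 5.5% in these data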;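 also: 100% = response to 3 µM Δ7-dafachronic acid high control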
NPR1 activator – GC-A stimulated cGMP production enhancers – HEK293 GC-A cells, cGMP TR-FRET, EC30 ANP, primary screen. 0% at EC30 ANP, 100% saturating ANP. actives 0.14% (n = 370,000). activation, % at 10 µM; in the data active = activation above about 40%
Target sequence (P16066 whole entry, looked up): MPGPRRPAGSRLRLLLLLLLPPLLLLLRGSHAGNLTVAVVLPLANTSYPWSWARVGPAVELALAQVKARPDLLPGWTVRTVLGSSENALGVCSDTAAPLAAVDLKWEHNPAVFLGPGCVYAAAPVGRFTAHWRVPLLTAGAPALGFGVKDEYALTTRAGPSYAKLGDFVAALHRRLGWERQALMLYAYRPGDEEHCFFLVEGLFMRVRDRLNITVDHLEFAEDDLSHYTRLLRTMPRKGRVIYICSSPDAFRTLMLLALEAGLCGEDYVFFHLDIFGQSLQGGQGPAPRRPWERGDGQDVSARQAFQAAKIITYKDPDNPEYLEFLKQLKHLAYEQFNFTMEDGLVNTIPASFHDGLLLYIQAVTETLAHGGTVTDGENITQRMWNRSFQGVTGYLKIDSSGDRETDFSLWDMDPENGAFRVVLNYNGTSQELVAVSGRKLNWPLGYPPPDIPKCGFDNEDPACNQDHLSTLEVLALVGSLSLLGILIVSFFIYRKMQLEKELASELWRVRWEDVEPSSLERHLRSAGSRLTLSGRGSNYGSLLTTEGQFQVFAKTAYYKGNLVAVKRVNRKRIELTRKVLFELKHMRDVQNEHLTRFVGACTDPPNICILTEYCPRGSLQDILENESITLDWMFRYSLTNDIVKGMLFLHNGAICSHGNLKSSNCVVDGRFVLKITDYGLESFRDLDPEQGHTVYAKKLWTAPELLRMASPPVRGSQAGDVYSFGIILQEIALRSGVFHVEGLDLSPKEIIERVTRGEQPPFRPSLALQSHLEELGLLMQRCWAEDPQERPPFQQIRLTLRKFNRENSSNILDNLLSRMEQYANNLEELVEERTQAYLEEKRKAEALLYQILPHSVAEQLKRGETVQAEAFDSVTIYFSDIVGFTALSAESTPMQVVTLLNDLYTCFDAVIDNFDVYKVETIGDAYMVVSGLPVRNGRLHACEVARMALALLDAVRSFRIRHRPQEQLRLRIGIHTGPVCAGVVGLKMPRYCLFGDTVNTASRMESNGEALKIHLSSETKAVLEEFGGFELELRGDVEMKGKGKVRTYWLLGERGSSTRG
HGIII-sPLA2 inh – human group III sPLA2 inhibitors, primary screen, biochemical, QFRET, BODIPY PC-A2 liposome substrate; Group 3 secretory phospholipase A2 (Homo sapiens), Q9NZ20; QFRET BODIPY PC-A2 liposome hydrolysis, fluorescence; inhibition, % at 12.2 µM; actives 0.56% (n = 370,000); AID 743126, 2013;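 active = inhibition above mean plus 3 SD of compounds lying within the high and low control bounds, cut at about 19% in these data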;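 also: 0% = median of test compound wells and 100% = no enzyme DMSO wells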
DAX1 inh-1 – DAX1 (NR0B1) inhibitors, primary screen, cell-based, HEK293, Gal4-DAX1, luciferase luminescence; AID 504766, 2011; actives 0.99% (n = 340,000); HEK293 Gal4-DAX1 luciferase reporter; Nuclear receptor subfamily 0 group B member 1 (Homo sapiens), P51843; inhibition, % at 6.75 µM;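 active = inhibition above the mean over all tested compounds plus 3 SD, cut at about 4.2% in these data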;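 also: 0% = DAX1-transfected cells with DMSO and 100% = empty-vector control cells with DMSO; inhibition shows as a rise in luminescence from relieved DAX1 repression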
hgDAF12 agonist – H. glycines DAF-12 receptor agonists, primary screen, cell-based, luminescence, HEK293, GAL4 fusion, UAS-luciferase; HEK293 GAL4-hgDAF12 UAS-luciferase reporter, agonist luminescence; normalized to butyrate control; actives 1.8% (n = 370,000); activation, % at 6.8 µM;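 active = activation above a cutoff set at the mean of all screened compounds plus 3 SD, cut at about 10% in these data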;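 also: 0% = DMSO wells and 100% = sodium butyrate wells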
ssDAF12 agonist – S. stercoralis DAF-12 nuclear receptor activators, primary screen, cell-based, luminescence, HEK293, GRIP1 co-expression, lit1-tk-luc. Nuclear hormone receptor DAF-12 (Strongyloides stercoralis). HEK293 ssDAF-12/GRIP1 lit1-tk-luc reporter; % of 3 µM dafachronic acid response. activation, % at 6.8 µM. actives 1% (n = 370,000). AID 652126, 2013;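 active = activation above the mean over all tested compounds plus 3 SD, cut at about 0.9% in these data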;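 also: 0% = DMSO-only wells and 100% = 3 µM delta7-dafachronic acid wells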
DAX1 inh-2 – DAX1 (NR0B1) inhibitors on StAR promoter, primary screen, cell-based, luminescence, SF-1 (NR5A1), full-length DAX-1 | inhibition, % at 6.8 µM | AID 652010, 2013 | HEK293T StAR-luciferase reporter, SF-1/DAX-1 repression relief | actives 1.1% (n = 370,000);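 active = inhibition above the mean over all tested compounds plus 3 SD, cut at about 3.6% in these data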;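 also: 0% = DAX-1 cells with DMSO and 100% = cells lacking DAX-1 with DMSO; higher inhibition means more luminescence from relief of DAX-1 repression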
FXN GAA850 act – FXN promoter activators, primary screen, cell-based, luciferase luminescence, HEK293 lucGAA850; HEK293 lucGAA850 FXN promoter luciferase reporter, 24 h; percent of 10 µM SAHA response; activation, % at 6 µM; actives 0.56% (n = 360,000);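 active = activation above the average of all compounds screened plus 3 SD, cutoff fixed separately per campaign, cut at about 7.5% in these data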;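 also: 0% = DMSO wells and 100% = 10 µM SAHA wells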
SMARCA2 act – SMARCA2 (BRM) function activators, primary screen, cell-based, luminescence, high throughput; MG213 cells, MMTV-luciferase reporter, dexamethasone, overnight; actives 1% (n = 370,000); activation, % at 9.1 µM; in the data active = activation above about 7.8%;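 also: 0% = vehicle wells and 100% = reference activator wells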
GC-B act – human GC-B receptor activators, primary screen, HEK293 GC-B cells, cGMP TR-FRET, EC30 CNP | activation, % at 10 µM | actives 0.11% (n = 370,000) | 0% at EC30 CNP, 100% saturating CNP | Atrial natriuretic peptide receptor 2 (Homo sapiens), P20594;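 active = activation at 10 µM reaching about 35% in either raw or pattern-adjusted values, limit read from the data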
Active calls of the source: *; i = inactive; · = no result given.

SMILES	ADAM10 inh	hcDAF-12 act	NPR1 activator	HGIII-sPLA2 inh	DAX1 inh-1	hgDAF12 agonist	ssDAF12 agonist	DAX1 inh-2	FXN GAA850 act	SMARCA2 act	GC-B act
CS(=O)(=O)N1CCC(C(=O)N2CCN(C(c3ccccc3)c3ccccc3)CC2)CC1	-11	-1.1	0	-2	1.7	1.1	-2.5	-0.2	0.9	-4	1
O=C(NC(=S)Nc1ccc(S(=O)(=O)Nc2nccs2)cc1)c1ccccc1F	7	-1.2	-2	-1	0.0	-1.2	-1.4	0.7	-0.4	-1	-1
CCCCCCCCN1C(=O)[C@H](CC(=O)NCCCOC)C[C@@]2(C(=O)OC)CC(C)(C)CC=C12	4	-2.8	5	-5	·	-1.9	-0.6	-0.5	·	-6	6
Cc1ccccc1NC(=O)c1ccc(CSc2ncccn2)cc1	6	-0.6	3	-3	0.8	1.8	-0.4	-0.5	2.0	3	4
O=C(Nc1ccc(N2CCOCC2)cc1N1CCOCC1)c1ccco1	-2	-2.1	0	5	0.1	0.2	-0.8	-0.8	-0.2	2	-2
O=C(O)C1CC=C(Cl)CC1C(=O)NCc1ccccc1 (stereo not given)	-12	0.2	3	-2	-0.6	-0.4	-1.6	-0.3	-1.9	-4	4
O=C(O)c1cc(Cl)ccc1NC(=O)C1CCCO1 (stereo not given)	-19	-0.6	3	5	0.1	-1.0	-1.7	0.2	2.6	-3	-1
CCN(C(=S)Nc1ccc(OC(F)F)cc1)C1CCCCC1	-6	1.6	4	10	3.4	0.1	-0.7	-1.0	0.7	-2	3
O=C(Nc1nc2ccc(Cl)cc2s1)c1ccc(Br)o1	-5	0.1	2	1	1.1	5.7	-1.1	0.7	-0.2	4	-1
O=C(N1CCN(c2ccccc2)CC1)C1(S(=O)(=O)c2ccc(Cl)cc2)CC1	0	2.5	2	-4	-1.4	-1.0	-1.2	-0.3	0.8	0	2
CNc1sc(C(=O)c2ccc(F)cc2)c(N)c1-c1nc2ccccc2s1	-4	1.7	2	9	2.5	0.8	-0.8	-0.2	2.8	2	-8
CC[C@@H](C)[C@@H](C(=O)N1CCN(C(=O)OC(C)(C)C)CC1)n1cc(CCCN=C(NC(=O)OC(C)(C)C)NC(=O)OC(C)(C)C)nn1	-2	0.2	-1	1	0.1	3.2	-1.2	0.5	0.9	-1	2
Cc1ccnc(N2CCC(C(=O)Nc3ccc4c(c3)OCCO4)CC2)n1	-37	1.1	-3	4	-1.0	0.0	-1.4	-0.5	0.1	-3	-1
O=C(c1cc(N2C(=O)C3C4CCC(C4)C3C2=O)ccc1Cl)N1CCN(c2ccccc2)CC1 (stereo not given)	-4	-2.1	0	-11	0.7	-3.9	-1.4	-1.1	-1.6	-4	-2
COc1ccc(C(=O)N2c3ccccc3C(=O)OC2c2ccc3c(c2)OCO3)cc1 (stereo not given)	-4	1.9	-11	-1	1.2	10	0.1	1.7	0.2	5	-16
CCN(C(=O)CN1C(=O)c2ccc([N+](=O)[O-])cc2C1=O)C1CCS(=O)(=O)C1 (stereo not given)	-12	-1.4	1	3	0.5	1.9	-0.8	1.1	-1.4	-1	2
CCC1CN(C(=O)NCc2ccc(C)cc2)c2cc(Cl)ccc2O1 (stereo not given)	2	-0.2	-4	6	1.2	-0.8	-1.5	0.1	-1.1	-3	-5
COc1ccc(CCNC2=C(Cl)C(=O)N(CCc3ccc(OC)c(OC)c3)C2=O)cc1OC	-1	-2.9	8	0	-2.6	-4.8	-1.2	-3.3	-5.2	-5	-1
O=S(=O)(c1ccc2ccccc2c1)N1CCN(S(=O)(=O)N2CCCCC2)CC1	1	-1.5	1	2	-0.5	-2.0	-1.8	-0.6	-2.6	-2	-8
CONC(=O)c1ccc(-c2cccc3nccn23)cc1	-123	0.8	-1	0	·	2.5	-0.8	-0.5	0.3	-3	2
CC1(C)Cc2c(c(=S)nc(-c3ccccc3)n2CCN2CCOCC2)CO1	2	-1.9	2	4	1.7	2.0	-0.8	0.4	-1.1	-4	1
O=C(CSc1nnc(-c2ccccc2)n1-c1ccc(Cl)cc1)c1ccc(Cl)cc1	4	-1.5	-9	-2	·	-2.9	-1.1	-0.1	·	-5	-1
COc1cc(C2Nc3ccc4ncccc4c3C3=C2C(=O)CCC3)cc(OC)c1O (stereo not given)	-11	0.3	-15	-1	0.3	-1.4	-0.5	-1.7	-2.4	0	-11
OCc1ccccc1-c1nc(NCc2ccccc2)nc2ccsc12	i	-1.9	-2	1	·	1.4	0.4	-0.8	-1.0	-6	0
COc1ccccc1-n1cnc2cc(NC(=O)c3ccco3)ccc21	-6	-0.9	1	8	1.1	4.8	-1.6	1.2	-1.1	-2	-8
O=C(NN=C1CCCC1)c1[nH]c2ccc(Cl)cc2c1-c1ccccc1	-6	1.0	-4	1	·	0.2	-1.0	0.1	-0.1	0	-4
O=C(C(=O)N1CCN(C(=O)C2CCCC2)CC1)c1cccc(C(F)(F)F)c1	6	-0.1	2	1	·	1.4	-0.6	0.0	·	0	0
CSc1ccc(/C=C/C(=O)OCC(=O)NC2CC2)cc1	i	-0.6	-1	5	-0.3	0.8	-1.1	-1.6	1.7	0	7
CCCCCOC(=O)CSc1nnc(-c2cc(OC)c(OC)c(OC)c2)o1	0	-1.8	6	-20	0.5	-1.1	-1.7	-0.4	2.0	0	-2
CC(C)(C)NCC(=O)N/N=C/c1ccc(OCc2ccccc2)cc1	-1	0.6	6	-11	0.4	3.2	-1.2	-0.1	-0.7	1	0
O=C(NCCCN1CCOCC1)c1cccc(S(=O)(=O)N2CCc3ccccc32)c1	14	0.5	3	-6	1.8	1.3	-0.8	0.9	-1.3	-2	3
CC(C)c1nc(CNC(=O)CC2C(=O)NCCN2Cc2cccc(F)c2F)cs1 (stereo not given)	-23	0.1	1	-3	0.2	-2.0	-0.9	-0.6	-0.1	-2	1
O=C(NC1CCCCC1)N(Cc1nc2ccccc2c(=O)[nH]1)C1CCCCC1	-20	-0.7	-6	1	0.4	2.4	0.3	0.5	1.8	0	0
N/C(=N\OC(=O)c1cccc2ccccc12)c1cccc([N+](=O)[O-])c1	0	0.4	1	2	0.7	-0.9	-1.5	0.7	0.4	-1	-5
COc1ccc(C(=O)n2cnc3ccccc32)cc1Br	3	-0.6	-1	1	0.8	-1.3	0.7	0.5	0.8	0	2
Nc1nc(C2CCOCC2)cs1	1	1.5	-1	-1	1.8	1.1	-1.8	0.6	-0.1	2	5
CCC(c1nc2ccccc2[nH]1)N(C(=O)Cc1cc(OC)cc(OC)c1)c1ccc(N2CCOCC2)cc1 (stereo not given)	-9	-0.7	1	-5	·	3.3	-1.3	-1.9	·	-3	9
COc1ccc(S(=O)(=O)N(C)C[C@@H]2Oc3c(NC(=O)Nc4cccc5ccccc45)cccc3C(=O)N([C@@H](C)CO)C[C@H]2C)cc1	-14	-2.9	-2	-1	·	-2.3	-1.5	·	·	·	-1
CCCN(CC(=O)Nc1cc(Cl)ccc1Cl)C(=O)CN1C(=O)C2CCCCC2C1=O (stereo not given)	2	-1.4	2	-9	-0.3	1.1	-0.9	-1.0	-0.3	-2	0
O=C(Nc1ccc(S(=O)(=O)N2CCCCCC2)cc1)c1ccc(Br)o1	10	-0.2	-1	-21	0.2	0.7	-1.4	-0.1	3.2	1	-5
Cc1ccc(N=Nc2ccc(O)c3ncccc23)cc1	5	3.1	5	4	0.7	0.4	-0.6	-0.1	4.3	4	2
O=c1[nH]c(SCc2nc3ccccc3c(=O)n2-c2ccccc2)nc2ccccc12	-4	3.5	3	-9	0.7	-0.3	-0.3	0.0	-1.8	2	-1
O=C(c1ccccc1)c1ccc(OCCCN2CCCCC2)cc1	-7	-2.3	-2	6	-0.3	3.2	-1.0	-0.2	-1.2	-4	3
Cc1cccc(NC(=S)N(Cc2cccs2)Cc2cc3cc(C)ccc3[nH]c2=O)c1	-2	-1.8	5	4	-0.8	1.9	-0.9	0.3	1.2	-2	-1
COc1ccccc1-n1c(C)nnc1SCC(N)=O	-14	-0.2	-3	7	0.6	-0.6	-1.0	-0.1	0.1	-6	-3
CC(C)C(OC(=O)Cn1nnc2ccccc21)C(=O)NC1CCCC1 (stereo not given)	14	-0.1	-4	8	0.5	-0.6	-1.2	-0.1	0.9	-4	4
COc1ccc(CNS(=O)(=O)NCc2ccc(OC)c(OC)c2)cc1OC	-4	-2.2	0	-1	-0.8	-1.1	-1.6	-0.4	-3.6	2	0

Source: PubChem (several laboratories)

Compounds were not picked by outcome; overall some 6.6% were active at least once.
